High-throughput results from PubChem BioAssay.
uPA surface inh = blocks generation of uPA at the cell surface; 0.31% of 330,000 active; Potency, µM (series often up to 38.3 µM), for inactives: at the top dose activity change, negative = inhibition, actives largely listed as inhibitors; cell surface uPA generation assay, qHTS; active = well fitted inhibition curve with a large enough effect; inconclusive = small, poorly fitted or top-dose-only effect; inactive = no such curve, though single readings can be large or run the other way; tested in mouse RAW 264.7 cells; note: potency is the fitted concentration of half-maximal effect; % is set by controls: 0 for no effect and ±100 for the full control effect; nearly all actives have a fitted effect of over 55% in size
PTAP TSG101 blk = blocks PTAP/TSG101 interaction to inhibit HIV-1 budding; Fluorescence polarization, FITC-PTAP peptide / Tsg101 binding; Potency, µM (series often up to 115 µM), without a hit: top-dose activity change, negative = inhibition, actives largely listed as inhibitors; 340,000 tested, under 10 active; active = well fitted inhibition curve with a large enough effect in the main read-out, with a control signal flat, not every such curve was filed as active; inconclusive = small, poorly fitted or top-dose-only effect, or effect the other way, or a change in a side signal; inactive = no such curve, though single readings can be large or run the other way; note: potency is the fitted concentration of half-maximal effect; % of control where 0% means no effect
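Tsg101 binding domain (10 uM final) was mixed with compound and a FITC-labeled PTAP peptide (50 nM final) in HEPES pH 7.5 buffer with NaCl, Tween 20, EDTA and TCEP; fluorescence polarization was read after 20 min at r.t.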
USP2a inh = blocks human ubiquitin-specific protease USP2a | USP2 core, Ub-CHOP2 coupled fluorogenic reporter, 485/531 | Potency, µM (doses to about 38.3 µM), inactives show at the highest dose activity change, negative = inhibition, actives largely listed as inhibitors | 0.01% of 330,000 active | AID 463254;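 note: potency is the fitted concentration of half-maximal effect; plate controls were DMSO wells for no effect and full inhibition by NEM control for full effect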
Target sequence (O75604 whole entry, looked up): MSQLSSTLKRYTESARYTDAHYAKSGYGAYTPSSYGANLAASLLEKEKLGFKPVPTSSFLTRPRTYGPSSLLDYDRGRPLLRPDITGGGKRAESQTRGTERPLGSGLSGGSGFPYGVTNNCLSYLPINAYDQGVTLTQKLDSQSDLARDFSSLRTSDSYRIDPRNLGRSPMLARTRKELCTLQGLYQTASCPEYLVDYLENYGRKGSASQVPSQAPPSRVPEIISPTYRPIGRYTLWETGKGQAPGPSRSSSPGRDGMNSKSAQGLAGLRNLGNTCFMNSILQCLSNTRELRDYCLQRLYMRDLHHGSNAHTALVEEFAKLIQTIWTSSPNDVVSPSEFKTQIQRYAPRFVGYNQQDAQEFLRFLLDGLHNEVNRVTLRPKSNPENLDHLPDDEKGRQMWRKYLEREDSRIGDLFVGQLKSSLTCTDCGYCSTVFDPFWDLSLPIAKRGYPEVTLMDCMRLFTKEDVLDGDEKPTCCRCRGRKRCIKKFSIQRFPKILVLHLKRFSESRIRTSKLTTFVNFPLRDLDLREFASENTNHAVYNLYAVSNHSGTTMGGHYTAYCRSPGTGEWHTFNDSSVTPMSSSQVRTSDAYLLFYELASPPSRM
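Deubiquitinase activity read as fluorescence (485/531 nm) after Ub-CHOP2 cleavage activates the enterokinase reporter on its substrate; USP2 core 10nM, Ub-CHOP2 and substrate 25nM each, 30min compound preincubation then 60min RT; data normalized to NEM, curves fitted.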
TSHR antagonist = human thyrotropin receptor antagonism; TSHR-expressing cells, TSH-stimulated cAMP HTRF, 2 h; stronger effect = lower value; 0.2% of 330,000 active; AID 504810; activity change, negative = inhibition, % at 11.5 µM; P16473;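 active = activity change below a set negative limit, meaning inhibition stronger than a set level, cut at about -70% in these data; inconclusive = activity change between two set negative limits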; note: % is set by controls: 0 for no effect and ±100 for the full control effect
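Antagonism was scored as loss of TSH-driven cAMP in TSHR cells, stimulated with 4nM TSH (EC80) for 2 hours at 37 deg C and detected by homogeneous HTRF competition immunoassay.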
ELG1 repair inh = inhibitors of ELG1-dependent DNA repair in HEK293T cells; HEK293T ELG1-luciferase reporter, luminescence, 16 h; DNA damage induced by 5-fluorouridine; Potency, µM (top dose mostly 46.1 µM), inactives show at the top dose activity change, negative = inhibition, hits mostly inhibitors; 2.3% of 330,000 active; AID 504467; note: potency is the fitted concentration of half-maximal effect; % is set by controls: 0 for no effect and ±100 for the full control effect; nearly all actives have a fitted effect of over 55% in size
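In this reporter screen, reduction of luminescence relative to DMSO vehicle indicated activity. Compounds and 5-fluorouridine were added together to 2,000 cells per well, incubated for 16 hr at 37 °C, then developed with ONE-Glo.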
B2AR arrestin = beta2AR (human) beta-arrestin recruitment activity | beta-arrestin recruitment to beta2AR, cell-based reporter | Potency, µM (top dose mostly 46.1 µM), without a hit: at the top dose activation, hits mostly activators | 0.02% of 330,000 active | P07550 | AID 492947;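 note: potency is the fitted concentration of half-maximal effect; 0% = DMSO controls and full agonism = EC100 isoproterenol or metaproterenol; nearly all actives have a fitted effect of over 65% in size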
Chronic BCR inh = chronic active BCR signaling inhibition; ABC-DLBCL IkBa-CBG/CBR reporter, luminescence ratio, 4 h; Potency, µM (highest dose often 46.1 µM), for the others: top-dose ratio change, negative = lower green/red ratio, actives largely listed as inhibitors; 0.05% of 340,000 active; active = well fitted inhibition curve with a large enough effect in the signal ratio, with a control signal flat, not every such curve was filed as active; inconclusive = small, poorly fitted or top-dose-only effect, or effect the other way, or a change in a side signal; the % refers to the signal ratio;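 note: potency is the fitted concentration of half-maximal effect; plate controls were basal doxycycline-induced cells for no effect and cells given 10 µM MG132 for full effect; MG132 reads +100%, hits lower the ratio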
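Cell line TMD8 (human ABC DLBCL), stably expressing tet-inducible CBG68-IkBa fusion and CBR; IMDM/0.5% FBS; cpd up to 46 uM; dox induction, 4 h, 37C/5% CO2; dual luminescence; green/red ratio; MG132 control.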
Tb PFK inh = inhibitors of T. brucei phosphofructokinase. O15648. T. brucei PFK, ADP-Glo luminescence. Potency, µM (series often up to 57.5 µM), for the others: at the highest dose activity, negative = inhibition, usual class: inhibitors. 0.17% of 330,000 active. AID 485367;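 note: potency is the fitted concentration of half-maximal effect; 0% = uninhibited 1x PFK enzyme wells and -100% = no-enzyme wells; nearly all actives have a fitted effect of over 60% in size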
Target sequence (O15648 whole entry, looked up): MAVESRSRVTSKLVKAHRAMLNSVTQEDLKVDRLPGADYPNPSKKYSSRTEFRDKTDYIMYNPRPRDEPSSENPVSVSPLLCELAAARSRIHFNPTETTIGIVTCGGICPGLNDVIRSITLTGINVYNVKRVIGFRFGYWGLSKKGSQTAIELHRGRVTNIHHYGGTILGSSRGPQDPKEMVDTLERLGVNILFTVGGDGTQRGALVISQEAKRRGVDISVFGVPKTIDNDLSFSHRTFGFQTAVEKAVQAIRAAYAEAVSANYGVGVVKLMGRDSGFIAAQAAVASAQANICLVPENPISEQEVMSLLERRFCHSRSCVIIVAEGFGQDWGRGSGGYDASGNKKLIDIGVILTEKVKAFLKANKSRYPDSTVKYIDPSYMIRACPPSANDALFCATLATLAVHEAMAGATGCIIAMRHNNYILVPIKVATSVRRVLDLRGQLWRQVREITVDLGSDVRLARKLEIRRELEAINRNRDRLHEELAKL
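In TEA buffer at pH 8.0 with 5 mM MgCl2, enzyme (1.25 nM) converted F6P (0.5 mM) and ATP (0.1 mM) for 45 min at room temperature. ADP product was read by luciferase luminescence.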
TCR activator = activators of T cell receptors; 330,000 tested, under 10 active; primary human leukocytes, anti-CD3, IL-2 HTRF, 48 h; Potency, µM (series often up to 9.22 µM), for inactives: at the top dose activation of IL-2 secretion, actives largely listed as activators; note: % of control where 0% means no effect
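Human primary leukocytes + a-CD3 beads + cpd, 48 hr; IL-2 in supernatant by HTRF (ex 320nm / em 665nm). No co-stimulatory signal supplied.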
Eya2 phos inh = Eya2 (human) phosphatase inhibition; O00167; recombinant Eya2, OMFP fluorescence dephosphorylation (OMFP is methylfluorescein phosphate); Potency, µM (highest dose often 76.9 µM), inactives show at the top dose activity, negative = inhibition, usual class: inhibitors; 0.006% of 330,000 active; note: potency is the fitted concentration of half-maximal effect; % is set by controls: 0 for no effect and ±100 for the full control effect
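Eya2 (0.2 uM) preincubated 10 min at ambient with compound, then OMFP substrate added at 50 uM; 10 min reaction in 50 mM HEPES pH 7.5, 50 mM NaCl, 5 uM MgCl2, 0.05% BSA, 1 mM DTT. Fluorescence read at Ex 485/Em 525 nm.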
Mito fusion yeast = blocks mitochondrial division or promotes mitochondrial fusion; 0.23% of 320,000 active; Potency, µM (top dose mostly 46.1 µM), for inactives: at the highest dose growth rescue (activation), usual class: activators; AID 485298; S. cerevisiae fusion-defective mutant growth rescue, CellTiterGlo 48 h;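 note: potency is the fitted concentration of half-maximal effect; % of control where 0% means no effect; nearly all actives have a fitted effect of over 45% in size; temperature-sensitive fusion mutants such as fzo1-1 at 37 °C on non-fermentable ethanol glycerol medium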
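Yeast fusion mutant, YPEG (non-fermentable carbon), compound, 48 h at 37C non-permissive; CellTiterGlo added, 10 min RT, luminescence read. Rescued growth = division inhibition.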
* marks the source's active call; other numbers are inactive results; u = inconclusive; x = no result given; [ ] = remark or other dose. Unless noted, calls come from the whole dose curve; as a rule, active = well fitted curve in the direction sought with a large enough effect; inconclusive = small, poorly fitted or top-dose-only effect, or another doubt; inactive = no such curve, though single readings can be large; an effect the other way counts as inactive or inconclusive.

SMILES | uPA surface inh | PTAP TSG101 blk | USP2a inh | TSHR antagonist | ELG1 repair inh | B2AR arrestin | Chronic BCR inh | Tb PFK inh | TCR activator | Eya2 phos inh | Mito fusion yeast
CC1CCc2sc(C(=O)NCC3CCCO3)cc2C1 (configuration not stated) | -5.4% | -4.7% | 1.0% | -3.4 | u | -0.1% | -13.0% | 4.6% | -21.2% | -10.7% | 4.7%
CCOc1ccc(-n2cnnn2)cc1S(=O)(=O)N1CCCCC1 | 5.7% | 2.4% | 3.0% | 44.0 | 2.2% | -0.5% | -0.3% | -3.0% | -2.4% | -13.4% | 12.7%
CCOC(=O)C1CCN(C(=O)CS(=O)(=O)Cc2nc(-c3ccccc3Cl)oc2C)CC1 | -18.8% | -3.5% | 5.7% | -2.3 | -14.9% | 0.0% | -1.4% | -0.4% | -1.1% | 9.6% | 2.3%
CCOC(=O)C1(Cc2cccc(F)c2)CCN(C(=O)c2cnc(C)cn2)CC1 | 1.1% | -18.2% | 0.4% | -1.5 | -16.4% | -0.6% | 2.5% | -4.6% | -2.1% | 2.7% | 15.1%
Cc1ccccc1NC(=O)CCS(=O)(=O)c1ccc(Br)s1 | 0.4% | 0.8% | -3.2% | 14.3 | -25.3% | -0.5% | -1.8% | -21.6% | -10.6% | -14.8% | 2.8%
COc1ccccc1C(=O)NC(CCSC)C(=O)NCC(c1cccs1)N1CCOCC1 (configuration not stated) | -11.6% | 0.8% | 2.7% | 6.2 | 7.6% | -0.1% | 11.8% | -1.9% | 4.4% | 8.1% | 0.7%
Cc1ccccc1C(=O)NNC(=O)c1ccncc1 | -3.0% | -3.0% | -0.4% | -4.8 | -4.8% | -1.0% | -0.3% | 1.8% | x | 4.6% | 2.9%
COc1cc(Cl)c(C)cc1NC(=O)CN1C(=O)C2CC=CCC2C1=O (configuration not stated) | 7.6% | 0.1% | 2.3% | x | 16.8% | 0.1% | 0.9% | 9.0% | 4.2% | -14.0% | x
COC(=O)CCC(=O)Nc1cc(OC)c(OC)cc1Cc1nccc2cc(OC)c(OC)cc12 | 2.7% | -5.0% | 0.0% | -1.5 | 2.0% | -0.4% | -3.1% | -0.2% | 0.7% | 13.5% | -2.5%
CN(c1cccc(Cl)c1)S(=O)(=O)c1cccc(C(=O)Nc2nc3ccccc3[nH]2)c1 | -13.3% | -0.4% | 1.7% | -38.2 | u | -0.4% | u | 0.5% | 7.1%[46.1 µM] | -3.4% | u
CCOC(=O)c1ccc(S(=O)(=O)N2CCC(C(=O)O)CC2)cc1 | 0.0% | 0.2% | 3.7% | 9.9 | 7.6% | -0.1% | -6.4% | 0.9% | 5.1% | -16.5% | -1.6%
CCOCc1nnc(NC(=O)c2cc(OC)c(OC)c(OC)c2)s1 | x | -1.1% | -0.1% | -14.6 | 10.1% | -0.6% | -11.3% | -6.2% | -11.5% | 1.3% | 5.3%
CCCCN1C(=O)N(C)C2C1N(C)C(=O)N2CCCC (configuration not stated) | -0.6% | -8.9% | -1.3% | 12.1 | -4.4% | -0.7% | u | -2.3% | -2.5%[46.1 µM] | 6.0% | 0.1%
Cc1ccc(NS(=O)(=O)c2cc([N+](=O)[O-])ccc2NNC(=S)Nc2cccc(Cl)c2)c(C)c1 | -0.7% | 1.7% | -20.6% | -26.3 | -2.3% | -1.2% | u | -6.6% | -10.5%[46.1 µM] | -15.1% | 5.6%
CNC(=S)N(Cc1ccc2c(c1)OCO2)C1CC(=O)N(c2ccc(F)cc2)C1=O (configuration not stated) | 7.4% | -4.5% | 0.4% | -3.9 | -12.0% | 0.0% | u | -2.6% | -1.3% | -3.9% | 12.1%
Cc1[nH]c2ccccc2c1CN1CCC(Cc2ccccc2)CC1 | -5.3% | 0.8% | -6.3% | 46.6 | u | -0.1% | u | -10.7% | -4.5% | 1.6% | 1.9%
O=C(NCc1ccccc1Cl)C(=O)c1cn(CC(=O)N2CCOCC2)c2ccccc12 | -4.0% | -7.7% | 0.4% | -11.7 | 16.7% | 0.5% | x | -2.3% | -3.4% | 5.5% | 1.0%
COC(=O)c1ccc(C(=O)OC)c(NC(=O)N2c3ccccc3Sc3ccccc32)c1 | -0.5% | -7.9% | -0.8% | 2.6 | -3.1% | 0.0% | u | 0.8% | 2.2% | 0.6% | -1.8%
COc1ccc(-c2noc(CN(Cc3nccn3C)C(C)C)n2)cc1 | 1.2% | 0.7% | 6.2% | -11.8 | 6.0% | -0.5% | 0.0% | 2.7% | 0.3% | -8.9% | -5.8%
CC(C)NS(=O)(=O)c1ccc2c(c1)oc(=O)n2C | -26.3% | -0.7% | 0.8% | -5.7 | 17.0% | -0.3% | 8.2% | -9.3% | -6.1%[46.1 µM] | -13.3% | -3.9%
NC(=O)c1ccc(NC(=O)CSc2nnc(-c3ccccn3)n2N)cc1 | 15.9% | 0.8% | -5.1% | 3.4 | 5.0% | -0.9% | 0.2% | -1.3% | 4.9% | 1.4% | 8.3%
COc1cccc(-n2nc(C(=O)NCC3CCCO3)c3ccccc3c2=O)c1 (configuration not stated) | 2.6% | -0.5% | 2.3% | -12.2 | -1.6% | -0.1% | 3.0% | -0.1% | 8.2% | 5.5% | -4.5%
[O-]C1=N/[N+](=C/c2ccc(Cl)c(Cl)c2)CC1 | 7.5% | -3.5% | 3.7% | -1.8 | 0.6% | 0.2% | -4.2% | 0.5% | 2.9% | -4.5% | 0.9%
COc1ccc(N=N/C(C(C)=O)=C(/C)O)cc1 | 2.3% | 0.5% | -2.3% | -5.5 | u | 0.1% | -5.4% | 1.9% | 10.8% | 13.0% | -4.5%
CN(C(=O)c1ccc2ccccc2c1)c1ccccn1 | -6.7% | -3.7% | 2.2% | 12.6 | 17.5% | 0.1% | 13.5% | -0.2% | 0.6% | -8.1% | -0.9%
Cc1ccccc1N(C(=O)c1snc(C(N)=O)c1N)C(C)C(=O)NC1CCCCC1 (configuration not stated) | 13.6% | 0.3% | -1.3% | 2.3 | -14.3% | 7.7% | -15.7% | 5.1% | -2.2% | -4.3% | 9.7%
Cc1ccccc1OCC(=O)Nc1ccccc1C(=O)NC1CC1 | 2.3% | -0.2% | -2.0% | 14.9 | 5.17µM* | -0.6% | -29.1% | 5.0% | 8.2% | -7.9% | 27.4%
COc1ccc(S(=O)(=O)N2CCOC2CNC(=O)C(=O)NCc2ccccn2)cc1C (configuration not stated) | 20.4% | -0.6% | -0.9% | 17.0 | -20.0% | 3.0% | u | -4.3% | 6.0% | -5.4% | 1.2%
O=C(c1ccc(F)cc1)[C@@H]1[C@@H](C(=O)c2ccccc2)[C@@]2(C(=O)Nc3ccccc32)[C@H]2c3ccccc3C=CN12 | x | x | 4.2% | -14.8 | 5.2% | -0.5% | u | 23.5% | 5.4%[46.1 µM] | -12.0% | 1.8%
COc1ccc(OC)c(-c2nc(C(N)=O)c3[nH]c(=O)n(-c4ccc(F)cc4)c3n2)c1 | 16.2% | -0.5% | 2.5% | -6.3 | 3.9% | -0.4% | -0.1% | 1.0% | -10.1% | 14.9% | 3.4%
COc1ccc(CCN(C)c2ncnc3sccc23)cc1OC | u | 2.9% | 5.2% | -8.2 | u | 0.2% | u | -2.3% | -11.4% | 4.3% | 0.1%
COc1cc2[nH]c(=S)nc(NCc3ccc(Cl)cc3)c2cc1OC | -14.2% | -1.3% | -0.6% | 9.6 | 1.6% | 0.4% | -3.5% | -6.9% | 9.1% | 5.7% | -25.1%
COc1ccccc1C(=O)Nc1cccc(C(=O)N2CCOCC2)c1 | -8.8% | x | -1.3% | 11.5 | 7.4% | -0.2% | u | 5.0% | 3.2% | -1.3% | 0.2%
COc1ccccc1C(=O)NCCSCc1c(F)cccc1Cl | 27.0% | -9.7% | -5.0% | -1.1 | u | -0.2% | -0.6% | 0.5% | 4.2% | -18.2% | 5.5%
O=C(O)/C=C\C(=O)Nc1ccccc1C(=O)NC1CCCCC1 | -0.1% | 0.3% | -3.1% | -3.5 | u | -1.2% | u | 6.7% | 3.1% | -9.6% | -6.6%
O=C(NC1CCCC1)C1CCN(c2nccs2)CC1 | 2.4% | -2.6% | 0.0% | 10.0 | 3.3% | 0.1% | 0.4% | -0.5% | -8.5%[46.1 µM] | 0.9% | -3.7%
O=C(c1ccccc1)C1CCN(C(=O)c2ccc(Cl)cc2)CC1 | -7.8% | -3.0% | -2.0% | 14.9 | -14.8% | -1.1% | -7.0% | 3.6% | -6.7% | -12.6% | 10.7%
